Compound activity deposited in PubChem by National Center for Advancing Translational Sciences (NCATS).
Lipid storage S3: qHTS Assay for Lipid Storage Modulators in Drosophila S3 Cells; Drosophila S3 cells, BODIPY lipid droplet fluorescence, 18-24 h; cells fed with added oleic acid; actives 0.64% (n = 320,000); lipid storage change, negative = inhibition, % at the top dose, mostly 46.1 µM; hits show Potency in µM; AID 2685; active = well fitted inhibition curve with a large enough effect in the signal ratio, with a control signal flat, not every such curve was filed as active; inconclusive = small, poorly fitted or top-dose-only effect, or effect the other way, or a change in a side signal; the % refers to the signal ratio
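Laser-scanning cytometry quantifies lipid droplet accumulation (500–530 nm total intensity; droplet/cell object ratio) in oleic acid-fed (400 uM added) Drosophila S3 cells treated with a concentration series. 20 uM Triacsin C defined 100% inhibition.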
Lipid storage S3 cell count max: also measured in Lipid storage S3; calls as there; cell number change, %; measured here: cell count max response;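 cells counted by Cell Tracker Red CMTPX staining in the red channel; peak over a dose series mostly up to 46.1 µM; percent activity relative to internal control wells on each plate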
Active calls of the source: *; [ ] = another dose, or the depositor's remark. % is scaled to controls: 0 for no effect and ±100 for the full control effect; potency is read from the fitted curve at half-maximal effect. This is a subset; rates above refer to the full screens.

How did CCOC(=O)c1nn(-c2ccc3c(c2)CCN3C(C)=O)cc1O do in these assays?
Lipid storage S3: inconclusive

Results for COc1cc(C(=S)N(C)C)ccc1O ?
Lipid storage S3: inconclusive

Results for O=C(CSc1nc2[nH]ncc2c(=O)n1-c1ccc(Cl)c(Cl)c1)NCc1ccccc1Cl ?
Lipid storage S3: 5.0%; Lipid storage S3 cell count max: -15.0

How did COCCn1cc(C(=O)N2CCCC(C)C2)c2c3ccccc3n(C)c2c1=O (stereo unspecified) do in these assays?
Lipid storage S3: -2.3%; Lipid storage S3 cell count max: -15.6

What do the screens show for `O=c1c2ccccc2ncn1Cc1nc2ccccc2s1`?
Lipid storage S3: inconclusive

What do the screens show for `CCOC(=O)CC1C(=O)NCCN1c1nc2ccc(C)cn2c(=O)c1/C=C1\SC(=S)N(C(C)CC)C1=O` (stereo unspecified)?
Lipid storage S3: inconclusive

What do the screens show for `CC(OC(=O)C1CCCC1)C(=O)Nc1ccc(S(N)(=O)=O)cc1` (stereo unspecified)?
Lipid storage S3: inconclusive

Results for COC(=O)c1ccc(C23CC4(C2)[C@H](CN(CC2CCCCC2)[C@@H]4c2ccccc2)C3c2ccc(Cl)nc2)cc1 (stereo partly specified) ?
Lipid storage S3: 8.8%; Lipid storage S3 cell count max: 7.6

What do the screens show for `COc1cc(OC)cc(C(=O)Nn2cc(C(=O)Nc3ccccc3F)c3ccccc3c2=O)c1`?
Lipid storage S3: 24.7%; Lipid storage S3 cell count max: 14.3

What do the screens show for `CCCCCCCOc1ccc(OC(=O)c2ccncc2)cc1`?
Lipid storage S3: inconclusive

Overlap with the part before: 4 entries, followed by the next part.
What do the screens show for `CC(OC(=O)C1CCCC1)C(=O)Nc1ccc(S(N)(=O)=O)cc1` (stereo unspecified)?
Lipid storage S3: inconclusive

Results for COC(=O)c1ccc(C23CC4(C2)[C@H](CN(CC2CCCCC2)[C@@H]4c2ccccc2)C3c2ccc(Cl)nc2)cc1 (stereo partly specified) ?
Lipid storage S3: 8.8%; Lipid storage S3 cell count max: 7.6

What do the screens show for `COc1cc(OC)cc(C(=O)Nn2cc(C(=O)Nc3ccccc3F)c3ccccc3c2=O)c1`?
Lipid storage S3: 24.7%; Lipid storage S3 cell count max: 14.3

What do the screens show for `CCCCCCCOc1ccc(OC(=O)c2ccncc2)cc1`?
Lipid storage S3: inconclusive

How did CC(C)(O)C#CC#CCN1CCOCC1 do in these assays?
Lipid storage S3: inconclusive

Results for COCCCn1c(SCC(=O)N2CCCC(C)C2)nnc1-c1ccco1 (stereo unspecified) ?
Lipid storage S3: inconclusive

What do the screens show for `O=C(Cn1nc(Cc2cccnc2)c2ccccc2c1=O)NCCCN1CCCC1=O`?
Lipid storage S3: inconclusive

Results for O=C(c1ccc2c(c1)OCO2)N1CCc2ccccc2C1 ?
Lipid storage S3: inconclusive

How did O=C(Nc1ccc(C(F)(F)F)cc1)c1cccc(-n2cnnn2)c1 do in these assays?
Lipid storage S3: 19.0%; Lipid storage S3 cell count max: 8.8

How did O=C(NCc1ccccc1)C1CCC(=O)N(CCN2CCOCC2)C1 (stereo unspecified) do in these assays?
Lipid storage S3: -9.9%

What do the screens show for `Cc1ccc(CNC(=O)Cc2cn(C)c3ccccc23)cc1`?
Lipid storage S3: 0.2%; Lipid storage S3 cell count max: 2.3

How did O=C(NCc1ccco1)c1c[nH]c2ccc(S(=O)(=O)N3CCOCC3)cc2c1=O do in these assays?
Lipid storage S3: inactive

What do the screens show for `CS(=O)(=O)N1CCN(c2ccc([N+](=O)[O-])c(N3CCOCC3)c2)CC1`?
Lipid storage S3: inconclusive

How did CCS(=O)(=O)c1nc(S(=O)(=O)c2ccc(C)cc2)c(N2CCN(C)CC2)s1 do in these assays?
Lipid storage S3: 2.3%; Lipid storage S3 cell count max: -20.2

Results for Cc1ccc(NC(=O)COC(=O)c2ccc(CN3CCCC3=O)cc2)c(Cl)c1 ?
Lipid storage S3: 13.5%; Lipid storage S3 cell count max: -2.7

What do the screens show for `CS(=O)(=O)N(Cc1ccc(Cl)cc1)c1ccc(C(=O)N/N=C/c2cc3ccccc3nc2Cl)cc1`?
Lipid storage S3: inconclusive

How did CCOC(=O)c1ccc(NC(=O)N2CCCCCC2)cc1 do in these assays?
Lipid storage S3: -17.7%; Lipid storage S3 cell count max: -13.6

What do the screens show for `O=C(Nc1csc([N+](=O)[O-])c1)Nc1c(Cl)cccc1Cl`?
Lipid storage S3: -0.4%; Lipid storage S3 cell count max: 17.0

How did COc1ccccc1NC(=O)c1ccccc1N(Cc1ccccc1)S(C)(=O)=O do in these assays?
Lipid storage S3: -10.4%; Lipid storage S3 cell count max: 25.6

What do the screens show for `O=C(NCc1ccco1)C1CCCCN1S(=O)(=O)c1ccc(F)cc1` (stereo unspecified)?
Lipid storage S3: 10.0%; Lipid storage S3 cell count max: 13.5

What do the screens show for `CC1=CC(=O)C=CC1(C)C(Cl)Cl` (stereo unspecified)?
Lipid storage S3: inconclusive

How did O=C(COC(=O)C12CC3CC(CC(O)(C3)C1)C2)Nc1ccc(Cl)cc1F do in these assays?
Lipid storage S3: inconclusive

How did Cc1ccc(C(=O)/C=C/Nc2ccccc2C(N)=O)o1 do in these assays?
Lipid storage S3: inconclusive

What do the screens show for `C[C@@H](O)C1NC(=O)[C@H](CCCCN)NC(=O)c2cc([N+](=O)[O-])cc(I)c2NCCC[C@@H](C(N)=O)NC1=O` (stereo partly specified)?
Lipid storage S3: -11.7%; Lipid storage S3 cell count max: 6.7

What do the screens show for `CCc1ccccc1N(C)C(=O)CCc1nc(-c2ccc(C)cc2)no1`?
Lipid storage S3: -1.1%

What do the screens show for `O=C(COC(=O)c1ccc(C(F)(F)F)cc1)Nc1cccc(S(=O)(=O)N2CCCCC2)c1`?
Lipid storage S3: 5.1%; Lipid storage S3 cell count max: 17.3

What do the screens show for `COc1ccc(OCC(=O)N/N=C2\CCCc3ccccc32)cc1`?
Lipid storage S3: 12.9%; Lipid storage S3 cell count max: -4.5

What do the screens show for `Cn1c(-c2ccc3c(c2)OCO3)cnc1NCc1cccc(O)c1`?
Lipid storage S3: inconclusive

Results for Cc1onc(-c2ccccc2)c1C(=O)NNC(=O)c1ccccc1 ?
Lipid storage S3: inconclusive

Results for CCCc1nc2ccccc2c(=O)n1CC(=O)c1ccc(F)cc1 ?
Lipid storage S3: 12.3%; Lipid storage S3 cell count max: -8.6

What do the screens show for `O=C(c1ccco1)N(Cc1ccccc1)c1cccc([N+](=O)[O-])c1`?
Lipid storage S3: -0.6%; Lipid storage S3 cell count max: -1.0

What do the screens show for `COC(=O)c1sc2ncccc2c1OCc1ccccc1Cl`?
Lipid storage S3: -7.3%; Lipid storage S3 cell count max: -10.8

Results for CCOC(=O)c1c(S(=O)(=O)NCC(=O)NCc2cccc(C)c2)c(C)n(C)c1C ?
Lipid storage S3: inactive; Lipid storage S3 cell count max: -22.5

What do the screens show for `COc1ccc(NC(=O)CSc2nccn2-c2cccc(OC)c2)cc1`?
Lipid storage S3: inconclusive

How did O=C(COC(=O)c1ccc(=O)n(Cc2ccccc2)n1)Nc1ccc2c(c1)OCCO2 do in these assays?
Lipid storage S3: inactive; Lipid storage S3 cell count max: 2.9

What do the screens show for `Cc1ccc(CNC(=O)C(=O)NCC2CCCN2S(=O)(=O)c2cc(C)ccc2C)cc1` (stereo unspecified)?
Lipid storage S3: inconclusive

Results for Cc1cccc2sc(NNC(=O)c3cc(-c4cccs4)nc4ccccc34)nc12 ?
Lipid storage S3: inconclusive

What do the screens show for `Nc1n[nH]c(N)c1N=Nc1ccc(Cl)cc1Cl`?
Lipid storage S3: inconclusive

How did COC(=O)c1ccc2c(=O)n(CCCCCC(=O)NC(C)C)c(=O)[nH]c2c1 do in these assays?
Lipid storage S3: 20.1%

What do the screens show for `Cn1c(=O)c2c(SCC(=O)NCCc3ccccc3)nc(C3CC3)nc2n(C)c1=O`?
Lipid storage S3: inconclusive

How did C=CC(=C)CC(NC)c1ccccc1 (stereo unspecified) do in these assays?
Lipid storage S3: 26.1%; Lipid storage S3 cell count max: -15.8

What do the screens show for `C=CCN(C(=O)CNC(=O)c1ccco1)C(C(=O)NC1CCCC1)c1cccs1` (stereo unspecified)?
Lipid storage S3: 3.9%; Lipid storage S3 cell count max: 4.7

Results for CCOC(=O)c1nc(S(C)(=O)=O)ncc1N1CCOCC1 ?
Lipid storage S3: inconclusive

What do the screens show for `C=CCN1CCN(C(=O)CCc2ccccc2)CC1`?
Lipid storage S3: inconclusive

What do the screens show for `COCCNC(=O)c1ccc(N2CCCCC2)c(NS(=O)(=O)c2ccc(C)cc2)c1`?
Lipid storage S3: inconclusive

What do the screens show for `CCC(=O)NC(=S)Nc1ccc(NC(=O)c2ccc(Br)o2)cc1`?
Lipid storage S3: -15.2%[9.22 µM]; Lipid storage S3 cell count max: -10.2

Results for C#Cc1ccc([C@H]2C=C(C(=O)NCc3ccccc3)O[C@@H](OCC)[C@@H]2CCCO)cc1 ?
Lipid storage S3: 1.7%; Lipid storage S3 cell count max: -13.1

What do the screens show for `COc1ccc(OCCCc2c(C)n[nH]c2C)cc1`?
Lipid storage S3: inconclusive

Results for N#Cc1c(Nc2ccccc2)c(/C=N/N=C/c2ccccc2)c[nH]c1=O ?
Lipid storage S3: 2.0%; Lipid storage S3 cell count max: -11.3

Results for Nc1c(Cl)ncnc1NCCc1ccc(O)cc1 ?
Lipid storage S3: inconclusive

How did COc1cc(/C=C(\C#N)c2nc3ccccc3[nH]2)cc(Br)c1OCc1ccccc1 do in these assays?
Lipid storage S3: inconclusive

How did O=C(NC1CCN(Cc2ccccc2)CC1)C1CCN(S(=O)(=O)c2cccc3nsnc23)CC1 do in these assays?
Lipid storage S3: inconclusive

Results for COc1ccc([N+](=O)[O-])cc1NC(=O)C(C)Sc1ccccc1 (stereo unspecified) ?
Lipid storage S3: 21.8%; Lipid storage S3 cell count max: -0.9

What do the screens show for `COc1ccc(C=O)c2[nH]c3c(Cl)ncnc3c12`?
Lipid storage S3: inconclusive

Results for Cc1cc(C(=O)N2CCCC(N3CCN(c4cccc(Cl)c4)CC3)C2)no1 (stereo unspecified) ?
Lipid storage S3: inconclusive

Results for COc1ccc(/C=C2/C(=O)N=C3SCCN32)cc1 ?
Lipid storage S3: inactive; Lipid storage S3 cell count max: 4.4

Results for CCOC(=O)c1ncn2c1CN(C)C(=O)c1cc(F)ccc1-2 ?
Lipid storage S3: inconclusive; Lipid storage S3 cell count max: 14.2

What do the screens show for `COc1ccccc1CNC(=O)COc1cccc(-n2cnnn2)c1`?
Lipid storage S3: inconclusive

What do the screens show for `CCOC(=O)c1c(C)[nH]c(C)c1C(=O)CSc1nnc(-c2ccncc2)n1Cc1ccccc1`?
Lipid storage S3: inconclusive

Results for Cc1nc(CS(=O)(=O)c2ccc(Cl)cc2)cc(N2CCOCC2)n1 ?
Lipid storage S3: 13.4%; Lipid storage S3 cell count max: 18.4

Results for COc1ccc(S(=O)(=O)Nc2ccc(NC(C)=O)cc2)cc1[N+](=O)[O-] ?
Lipid storage S3: 16.6%; Lipid storage S3 cell count max: 1.4

How did CC(C)N1C(=O)CC(Nc2ccc(N3CCOCC3)cc2)C1=O (stereo unspecified) do in these assays?
Lipid storage S3: inactive

What do the screens show for `Cc1cccc(Cc2c(C)[nH]c(=O)c(C#N)c2C)c1`?
Lipid storage S3: -17.3%[9.22 µM]; Lipid storage S3 cell count max: -1.4

What do the screens show for `CCN1CCN(C(c2cccs2)C(C)NC(=O)c2cccc(OC)c2OC)CC1` (stereo unspecified)?
Lipid storage S3: inactive

Reprinted from above, four compounds:
Results for COCCCn1c(SCC(=O)N2CCCC(C)C2)nnc1-c1ccco1 (stereo unspecified) ?
Lipid storage S3: inconclusive

What do the screens show for `O=C(Cn1nc(Cc2cccnc2)c2ccccc2c1=O)NCCCN1CCCC1=O`?
Lipid storage S3: inconclusive

Results for O=C(c1ccc2c(c1)OCO2)N1CCc2ccccc2C1 ?
Lipid storage S3: inconclusive

How did O=C(Nc1ccc(C(F)(F)F)cc1)c1cccc(-n2cnnn2)c1 do in these assays?
Lipid storage S3: 19.0%; Lipid storage S3 cell count max: 8.8

The list goes on:
How did CCCCOc1ccc(C(=O)N(C)CC(=O)Nc2ccc(C)cc2)cc1 do in these assays?
Lipid storage S3: inconclusive

What do the screens show for `N/C(COc1ccc(C(=O)O)cc1)=N\O`?
Lipid storage S3: inconclusive

Results for Cc1cc(OCCN2CCOCC2)ccc1[N+](=O)[O-] ?
Lipid storage S3: -8.8%; Lipid storage S3 cell count max: -10.2

How did Cc1nc2ccccn2c1/C(O)=C1\C(=O)C(=O)N(CCN2CCOCC2)C1c1cccs1 (stereo unspecified) do in these assays?
Lipid storage S3: inactive

What do the screens show for `CCn1c(C(=O)O)c(CC(=O)Nc2cccc(C(F)(F)F)c2)c2ccccc21`?
Lipid storage S3: 0.9%; Lipid storage S3 cell count max: 7.5

What do the screens show for `Cc1ccc(NC(=O)C(=O)NCCN2CCN(S(C)(=O)=O)CC2)cc1C`?
Lipid storage S3: 12.2%; Lipid storage S3 cell count max: 0.4

Results for COc1cc(Cl)c(NS(=O)(=O)c2ccc(-c3ccc(=O)[nH]n3)o2)c(OC)c1 ?
Lipid storage S3: inactive; Lipid storage S3 cell count max: -29.2

What do the screens show for `C=CCOC(=O)C1=C(C)NC(C)=C(C(=O)OCC=C)C1c1ccc(O)cc1`?
Lipid storage S3: inconclusive

What do the screens show for `COc1cc(S(=O)(=O)N2CCN(C(=O)c3ccccc3F)CC2)c(OC)cc1NC(C)=O`?
Lipid storage S3: inconclusive

How did Cc1ccc2[nH]c(O)c(N=O)c2c1 do in these assays?
Lipid storage S3: inconclusive
